KCNQ2 inh – KCNQ2 potassium channel inhibitors, primary screen, cell-based, CHO-K1, FluxOR thallium flux, B-score (AID 2156); 20 min; stronger effect = lower value; B-score at 10 µM; hit rate 1.1% among 310,000;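 active = fluorescence ratio B-score at most minus 3 library SDs, with starting brightness B-score within 2 library SDs, cut at about -5.5 in these data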
CHT inh – inhibits the human high affinity choline transporter; CHT-expressing cells, membrane potential dye, choline response; stronger effect = lower value; hit rate 0.86% among 310,000; B-score at 10 µM;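 active = B-score over 3 SD under the library average, and starting fluorescence ratio not unusually high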;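 also: choline stimulus applied at its EC90 after an EC20 pre-addition; B-score computed on integrated fluorescence ratio after choline addition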
Target sequence (Q9GZV3 whole entry, looked up): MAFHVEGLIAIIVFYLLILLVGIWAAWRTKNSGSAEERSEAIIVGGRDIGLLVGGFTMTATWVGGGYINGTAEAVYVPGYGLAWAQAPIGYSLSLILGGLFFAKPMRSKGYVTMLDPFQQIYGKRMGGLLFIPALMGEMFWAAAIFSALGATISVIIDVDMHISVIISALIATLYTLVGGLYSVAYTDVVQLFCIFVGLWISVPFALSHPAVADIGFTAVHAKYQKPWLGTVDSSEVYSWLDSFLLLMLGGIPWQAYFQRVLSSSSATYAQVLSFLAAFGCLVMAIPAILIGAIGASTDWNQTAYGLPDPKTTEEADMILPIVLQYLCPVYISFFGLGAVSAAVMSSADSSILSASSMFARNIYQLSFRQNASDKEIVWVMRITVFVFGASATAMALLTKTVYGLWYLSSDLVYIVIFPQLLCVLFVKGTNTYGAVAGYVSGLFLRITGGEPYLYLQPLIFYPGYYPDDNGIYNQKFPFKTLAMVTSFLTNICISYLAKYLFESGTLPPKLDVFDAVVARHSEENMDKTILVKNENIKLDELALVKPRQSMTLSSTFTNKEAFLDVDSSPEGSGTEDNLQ
Kir21 block – Kir2.1 (mouse) channel inhibition. AID 1672. HEK293-Kir2.1, FluxOR thallium flux fluorescence; stronger effect = lower value. B-score at 10 µM. hit rate 0.85% among 310,000. P35561;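 active = fluorescence ratio B-score at or below minus 3 SD of library scores, with starting-brightness B-score within 2 SD, cut at about -4.2 in these data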;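 also: channel flux triggered by added potassium and thallium sulfate stimulus; B-score of peak minus minimum fluorescence over baseline after thallium stimulus; more negative B-score means stronger Kir2.1 block with less thallium influx; some compounds called inactive have numbers as strong as hits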
Target sequence (P35561 whole entry, looked up): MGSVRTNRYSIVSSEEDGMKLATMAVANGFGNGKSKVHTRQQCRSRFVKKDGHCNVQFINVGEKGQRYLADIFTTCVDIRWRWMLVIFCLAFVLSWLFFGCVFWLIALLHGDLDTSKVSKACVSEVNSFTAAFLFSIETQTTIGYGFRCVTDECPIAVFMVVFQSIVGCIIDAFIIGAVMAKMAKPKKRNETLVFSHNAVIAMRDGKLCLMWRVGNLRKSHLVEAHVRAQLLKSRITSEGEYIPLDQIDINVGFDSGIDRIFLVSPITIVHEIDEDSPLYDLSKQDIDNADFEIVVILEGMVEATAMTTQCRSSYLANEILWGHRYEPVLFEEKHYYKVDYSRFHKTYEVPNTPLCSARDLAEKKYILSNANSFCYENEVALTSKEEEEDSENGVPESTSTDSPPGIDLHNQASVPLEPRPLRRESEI
Numbers without * were called inactive; i = inactive.

Compound	KCNQ2 inh	CHT inh	Kir21 block
Cc1ccc(C(=O)Nc2ccc(S(=O)(=O)N3CCN(C)CC3)cc2)o1	i	i	0.05
CCCc1nc2sc3c(c2c(=O)n1N)CCC3	i	i	0.72
Cc1nc(C(=O)O)cc2c1[nH]c1ccccc12	i	i	-0.58
O=C(O)c1ccccc1C(=O)NCc1cccnc1	i	i	1.5
COc1ccc(S(=O)(=O)N2CCC(C(=O)NCc3ccncc3)CC2)cc1Cl	i	i	-2.1
CCC(Cc1ccccc1)NC(=O)C1=C(C)C(=O)OC12CCC(C)CC2 (stereo not given)	i	i	-1.8
CCNc1nc(NCC)nc(OCCOC(=O)Nc2ccccc2)n1	i	i	-0.86
Cc1nn(Cc2ccc(C(=O)NN)cc2)c(C)c1Cl	i	i	0.02
CCOc1ccc(S(=O)(=O)NCCC(=O)NCc2ccncc2)cc1	i	i	-0.93
CCN1CCN(C(c2cccc(OC)c2OC)c2nnnn2Cc2ccco2)CC1 (stereo not given)	i	i	0.16
COc1cc2c(cc1OC)CN(C(=O)CSc1nnc(C)s1)CC2	i	i	0.8
O=C(CSc1nncs1)NC(=O)NCc1ccccc1	i	i	-0.48
O=C(O)CCCc1c(-[n+]2ccccc2)[nH]c2ccccc12	i	i	-0.68
CC1(C)Cc2ccccc2C2CC(O)C(=O)N21 (stereo not given)	i	i	-0.18
Cn1cnnc1Sc1ccc(C(=O)NCCC23CC4CC(CC(C4)C2)C3)cc1[N+](=O)[O-]	i	i	2.3
Cc1ccccc1C1NC(=O)c2ccccc2O1 (stereo not given)	i	i	0.15
CCC(C)(C)NC(=O)C(c1ccc(F)cc1)N(Cc1cccs1)C(=O)c1cnccn1 (stereo not given)	i	i	-0.11
CC(C)(C)C(=O)NCCc1nc2ccccc2n1CC(=O)c1ccc(Cl)cc1	i	i	0.78
CCN(CC)S(=O)(=O)c1ccc(O)c(C(=O)OCC(=O)N2c3ccccc3CC2C)c1 (stereo not given)	i	i	0.3
O=C(O)c1ccc(N2CCN(C(c3ccccc3)c3ccccc3)CC2)c([N+](=O)[O-])c1	i	i	-0.93
COC(=O)c1nnn(-c2nonc2N)c1CN1CCCC1	i	i	-0.78
O=C(CN1CCN(C(=O)c2c(F)cccc2F)CC1)Nc1ccccc1C(F)(F)F	i	i	0.68
C=CCNC(=O)COC(=O)c1ccc(Cl)c(S(=O)(=O)N(Cc2ccccc2)c2ccccc2)c1	i	i	0.29
CCOc1ccc(C2C(C(=O)c3ccco3)=C(O)C(=O)N2Cc2cccnc2)cc1OC (stereo not given)	i	i	-1.1

Some of the entries above, reformatted:
Values in the order: KCNQ2 inh | CHT inh | Kir21 block
O=C(O)c1ccc(N2CCN(C(c3ccccc3)c3ccccc3)CC2)c([N+](=O)[O-])c1
 : i | i | -0.93
CC(C)(C)C(=O)NCCc1nc2ccccc2n1CC(=O)c1ccc(Cl)cc1
 : i | i | 0.78
COC(=O)c1nnn(-c2nonc2N)c1CN1CCCC1
 : i | i | -0.78
CCC(C)(C)NC(=O)C(c1ccc(F)cc1)N(Cc1cccs1)C(=O)c1cnccn1 (stereo not given)
 : i | i | -0.11
C=CCNC(=O)COC(=O)c1ccc(Cl)c(S(=O)(=O)N(Cc2ccccc2)c2ccccc2)c1
 : i | i | 0.29

The list continues:
Compound	KCNQ2 inh	CHT inh	Kir21 block
Cc1cccc(CSc2[nH]c(=O)ncc2C)c1	i	i	0.07
CC(C)C(=O)N1CCC2(CC1)Oc1ccc(F)cc1C(=O)C21CC(c2ccc(Cl)cc2)=NO1 (stereo not given)	i	i	1.7
CCc1ccc(-c2cc(C)no2)cc1S(=O)(=O)N1CCN(c2ccc(OC)cc2)CC1	i	i	2.3
CC(C)Cn1c2c(c(O)c(C(=O)Nn3c(Cc4ccccc4)nc4ccccc4c3=O)c1=O)CCCC2	-6.3*	i	0.4
Cc1ccc(S(=O)(=O)Nc2ccc(NC(=O)c3ccc(F)cc3)cc2)cc1	i	i	-0.31
Cc1ccc(Nc2nc3ccccc3c(=O)[nH]2)cc1C	i	i	-0.51
CC(=O)Nc1ccc(/C=C/c2ccc3cccc([N+](=O)[O-])c3n2)cc1	i	i	-0.12
CCOC(=O)C1=C(O)CSC1=Nc1cccc2ccccc12	i	i	0.53
Fc1ccccc1N1CCN(Cc2cc(-c3ccccc3)on2)CC1	i	i	0.02
O=C(CSc1nc2ccccc2c(=O)n1CCCO)NCc1ccccc1	i	i	-1.5
O=C(CO/N=C/c1ccc(Cl)cc1Cl)NNC(=O)c1cccc(Cl)c1	i	i	0
CCOc1ccccc1/C=N/n1c(COc2ccccc2)n[nH]c1=S	i	i	-0.05
CC1Oc2ccccc2C=C1/C=N/NC(=O)c1ccccc1O (stereo not given)	i	i	0
OCC1(Cc2ccccc2)CCCN(Cc2ccc(-c3ccco3)cc2)C1 (stereo not given)	i	i	0.04
OCCN1CCN(CC(O)COc2ccc(Cl)cc2)CC1 (stereo not given)	i	i	0.18
CCC(c1nnnn1C(C)(C)CC)N(CCCO)Cc1cc2cccc(C)c2[nH]c1=O (stereo not given)	i	i	-1.4
O=C(CCCn1nnnc1CN1CCOCC1)N1CCC(c2ccc(F)cc2)C1 (stereo not given)	i	i	0.8
CC1=C/C(=N\N=C2\NC(=O)C(CC(=O)Nc3ccccc3)S2)CC(C)(C)C1 (stereo not given)	i	i	-0.29
CCc1ccccc1NC(=O)Nc1ccc(F)cc1F	i	i	0.37
Cc1cc(N2C(=O)C(O)=C(C(=O)c3ccco3)C2c2cccc(Oc3ccccc3)c2)no1 (stereo not given)	i	i	-0.01
C=CCn1c(SCn2nnc3ccccc3c2=O)nnc1-c1ccc(F)cc1	i	i	-0.58
COc1ccc2c(c1OC)CCC2=O	i	i	1.1
CCN1CCC(NC(=O)Nc2cccc(C(F)(F)F)c2)CC1	i	i	0.01
COCCNC(=O)CCc1c(C)nc2c(c(C)nn2-c2ccc(C)c(C)c2)c1C	i	i	0.92
Cc1ccc(NC(=O)C2CC(=O)N(Cc3ccccc3)C2)cc1S(=O)(=O)N1CCCCCC1 (stereo not given)	i	i	0.74
Cc1cc(=O)[nH]c(SCC(=O)Nc2ccnc3ccccc23)n1	i	i	-1.8
Cn1c2ccccc2c(=O)c2c(O)cccc21	i	-6*	1.2
CCOc1ncccc1C(=O)NNC(=O)c1ccc(NS(=O)(=O)c2cccs2)cc1	i	i	1.7
COc1ccc(Cc2nc3ccc(C(=O)N(C)Cc4nccs4)cc3o2)cc1OC	i	i	-0.44
CC1CCN(S(=O)(=O)c2ccc(C(=O)Nc3nnc(-c4ccncc4)o3)cc2)CC1	i	i	0.13
O=C(NNC(=O)c1ccccc1[N+](=O)[O-])c1cnccn1	i	i	-0.54
COc1ccccc1N1CCN(S(=O)(=O)c2c(C)[nH]c(C)c2C(=O)N2CCCCC2)CC1	i	i	-1.4

Next section; it opens with the 2 that closed the last part.
Compound	KCNQ2 inh	CHT inh	Kir21 block
O=C(NNC(=O)c1ccccc1[N+](=O)[O-])c1cnccn1	i	i	-0.54
COc1ccccc1N1CCN(S(=O)(=O)c2c(C)[nH]c(C)c2C(=O)N2CCCCC2)CC1	i	i	-1.4
c1ccc(-c2ccc(CNC3CC3)cc2)cc1	i	i	0.55
Clc1cccc(N/N=C/c2ccc(N3CCOCC3)cc2)c1	i	i	1.3
O=C(Nc1nc(-c2ccccn2)cs1)C1CCCC1	i	i	0.41
COc1ccc(C(=O)NNC(=O)c2ccccc2[N+](=O)[O-])cc1Br	i	i	-1
O=S(=O)(NCC(c1ccco1)N1CCc2ccccc2C1)c1ccc(F)cc1 (stereo not given)	i	i	-1.3
COCc1cc(Sc2ccc(OC)cc2)nc(-c2ccccc2)n1	i	i	0.02
CN(C)CCOC(=O)NCC12CC3CC(CC(C3)C1)C2	i	i	0.35
Cc1cccc(C(=O)N[C@H](C(=O)NCCc2ccc(S(N)(=O)=O)cc2)C(C)C)c1	i	i	1.1
COC(=O)CCC(=O)NS(=O)(=O)c1ccc(N=NN2CCOCC2)cc1	i	i	0.27
N#CCCn1cc(C=C(C#N)C#N)c(-c2ccc(-c3ccccc3)cc2)n1	i	i	-0.01
C[N+]1(CCOC(=O)C2(c3ccccc3)CCCC2)CCCCC1	i	i	0.68
COCc1[nH][nH]c(=O)c1C=Nc1ccc(F)cc1F	i	i	-0.86
Cc1cc(C)cc(N(CC(=O)Nc2cccc(C)c2C)S(=O)(=O)c2c(C)[nH]c(=O)[nH]c2=O)c1	i	i	0.42
O=C(/C=N/O)NCCCN1CCCCCC1	i	i	-2.3
COCCN(C(=O)c1ccccc1)c1nc(-c2ccc(OC)cc2)cs1	i	i	1.3
NC(=O)NC(=O)COC(=O)c1sc2ccccc2c1Cl	i	i	-0.09
OCCC1CN(Cc2ccc3cc(Cl)ccc3n2)CCN1Cc1ccsc1 (stereo not given)	i	i	-0.05
Cc1nc2n[nH]c(N)c2c2c1COC(C)(C)C2	i	i	0.06
Cn1c(CO)cnc1SCc1ccc([N+](=O)[O-])cc1	i	i	0.56
COc1ccc(Cl)c2sc(N3CCN(C(=O)C4=COCCO4)CC3)nc12	i	i	-0.52
Cc1ccccc1N(C(=O)c1ccccn1)C(C(=O)NCc1ccccc1)c1ccncc1 (stereo not given)	i	i	1.8
CCOC(=O)c1oc2ccccc2c1NC(=O)CN1CCN(C)CC1	i	i	-0.57
O=C(NCC(=O)N1CCN(c2ccccc2O)CC1)c1ccco1	i	i	0.82
Cc1ccc(NC(=O)c2ccc3nc[nH]c3c2)cc1C	i	i	-1.7
Cc1nc2c(C)c(C)c(C)c(C)c2nc1C	i	i	1
O=C(O)c1c(Cl)c(Cl)c(Cl)c(Cl)c1C(=O)N1CCCCCC1	i	i	0.41
O=C1Cc2ccccc2N1c1ccccc1	i	i	0.48
CCOC(=O)C1=C(C)NC(C)=C(C(=O)OC)C1c1cccc(Cl)c1Cl (stereo not given)	-7.5*	i	-1.4
COc1ccc2cc(C(N)=O)c(=Nc3ccccc3)oc2c1	i	i	0.01
O=C(CNC(=O)c1ccco1)OCc1ccc(Br)cc1	i	i	1.6
O=C(C1CC1)N1CCC(Oc2cccc(C(=O)N3CCCCC3CCO)c2)CC1 (stereo not given)	i	i	-1.4
COc1ccc(CCNc2oc(-c3ccco3)nc2C#N)cc1	i	i	-0.83
Cc1ccc(-c2nnn3c2nc(NCCc2ccc(S(N)(=O)=O)cc2)c2ccccc23)cc1	i	i	0.93
N#Cc1c(-c2ccccc2)nc2n1CCS2	i	i	1.8
C/C(=N/N=C/c1ccccc1O)c1ccccc1O	i	i	-1.1
CCC(Sc1nc(N)c(NC(=O)c2ccc(OC)cc2)c(=O)[nH]1)C(=O)O (stereo not given)	i	i	-1.7
COc1cc(N)c(Br)cc1C(=O)O	i	i	1.1
O=C1CC(CCC(=O)NC2CC2)c2ccccc2N1 (stereo not given)	i	i	0.88
Cc1cc2n(n1)C(c1ccc(N(C)C)cc1)Nc1ccccc1-2 (stereo not given)	i	i	3.4
Cc1cccc(C)c1NC(=O)N1CC=C(n2c(=O)[nH]c3ccccc32)CC1	i	i	0
CN(C)C1=NC(=O)/C(=C\c2ccccc2)S1	i	i	-0.88
CN(C(=O)CSc1nnc(NCc2ccccc2)s1)C1CCS(=O)(=O)C1 (stereo not given)	i	i	0.03
CCCCn1c(N)c(N(CCC(C)C)C(=O)C2CCCN(C(=O)c3ccc(Cl)cc3)C2)c(=O)[nH]c1=O (stereo not given)	i	i	0.63
Cc1ccccc1OCc1nnc(SCC(=O)NCc2ccccc2)n1C	i	i	0.16
CCOC(=O)c1nc2cc3n(c(C)c-2c1C)C(C)C(C)=C3C (stereo not given)	i	i	0.39
CCc1ccccc1NC(=S)N(Cc1cccnc1)Cc1ccco1	i	i	-1.1
Cc1cc(C)cc(NC(=O)c2cccc3c2C(=O)N(C2CCCCC2)C3)c1	i	i	1.9
CCOc1ccc(N2C(=O)S/C(=C\c3ccc(O)c(OC)c3)C2=O)cc1	i	i	2
COc1ccc(C2CCN(Cc3cccnc3)CC2O)cc1 (stereo not given)	i	i	-0.35
COc1ccc(N2C(=O)CSCC2=O)cc1OC	i	i	-1.3
COc1cccc(CN(C)C(=O)CNC(=O)c2ccc(-c3ccccc3)cc2)c1OC	i	i	-0.28
CCOC(=O)c1c(C(=O)OCC)c(C)n(CCc2ccc(OC)c(OC)c2)c1C	i	i	-1.4
Cc1c(C(=O)N2CCCCC2)c(S(=O)(=O)Nc2ccc(F)cc2F)c(C)n1C	i	i	0.41
CC1=C(C(=O)Nc2ccc(F)cc2)C(c2ccc(C)o2)C2=C(CC(C)(C)CC2=O)N1 (stereo not given)	i	i	-0.66
COc1ccc(CCCc2n[nH]c(=S)n2C)cc1C	i	i	-0.88
Cc1ccc(NC(=S)N2CCN(S(C)(=O)=O)CC2)cc1	i	i	0.47
CCCN(C(=O)CSc1nnnn1C)C1CCS(=O)(=O)C1 (stereo not given)	i	i	-1.5
COc1ccccc1Cn1c(=S)[nH]c2cc(C(=O)N3CCC(C(N)=O)CC3)ccc2c1=O	i	i	0.25
